Screening results as filed in PubChem.
HCMV inh: human cytomegalovirus inhibition; HFF cells, HCMV-luciferase reporter, 72 h; active compounds read low; activity change, negative = inhibition, % at 57.5 µM; hit rate 4.5% among 410,000; in the data active means activity change below about -60%; inconclusive means no clear call, values can overlap the other calls; inactive means above about -39%
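Cell-based, HFFs, 1000 cells/well, 16 h 37C; cpds in DMSO + HCMV-luc, MOI 1 PFU/cell; 72 h 37C; OneGlo luminescence after 5 min RT; norm. to buffer vs Salinomycin 10uM.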
AMA1 RON2 block: AMA1-RON2 (P. falciparum) interaction inhibition | AID 720542 | AlphaScreen AMA1-biotinylated RON2 peptide binding | hit rate 0.2% among 360,000 | Potency, µM (doses to about 58.2 µM), for inactives: at the highest dose activity change, negative = inhibition, hits mostly inhibitors; active means well fitted inhibition curve with a large enough effect; inconclusive means small, poorly fitted or top-dose-only effect; inactive means no such curve, though single readings can be large or run the other way;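 further: potency means the concentration at half of the fitted maximal effect; 0% = vehicle wells and -100% = peptide control; nearly all actives have a fitted effect of over 45% in size; some results filed as inactive show a strong effect at the top dose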
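AMA1 (3D7) with his tag at 25 nM final met compounds first, then biotinylated RON2 peptide at 25 nM; detection used donor plus acceptor beads, 10 µg/mL apiece, read by AlphaScreen after 30 min at room temperature.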
Active calls of the source: *; ? = inconclusive; [ ] = another dose, or the depositor's remark. Unless noted, on the % scale 0 is the no-effect control and ±100 the full control effect.

SMILES | HCMV inh | AMA1 RON2 block
C[C@@H]1CN([C@@H](C)CO)S(=O)(=O)c2ccc(Br)cc2O[C@H]1CN(C)C(=O)c1ccccc1 | -22 | 7%
CN(C)c1ccc(C=NN2C(=O)CSC2=S)c(Cl)c1 | -23 | 75%[activator]
COc1ccc(CN2C(=O)C(CC(=O)NC3CC3)CC(C(=O)N3CCOCC3)=C2C)cc1 (stereo not given) | 21 | 33%[activator]
COc1ccc(N2C[C@H](CSC)[C@@H](CC(=O)Nc3ccc(Br)cc3)C2=O)cc1 | -10 | 2%
Cc1cccc(N=C2c3cc([N+](=O)[O-])ccc3-c3c2cc([N+](=O)[O-])cc3[N+](=O)[O-])c1 | 16 | ?
COc1ccc(S(=O)(=O)N(C)C)cc1NC(=O)c1ccc(OCC2CCCO2)cc1 (stereo not given) | -5 | -1%
Cc1nc2c(OCCC3CCCCC3)cccn2c1N(C)C(=O)CCC1CCCC1 | 34 | -26%
O=[N+]([O-])c1ccc(COc2cccc(CN3CCCCC3)c2)cc1 | -13 | -12%
CCOC(=O)C1(C)CCN1C(=O)c1ccccc1OC (stereo not given) | -12 | 8%
CCc1ccc(OCC(=O)NNC(=O)c2ccc(-n3cncn3)c([N+](=O)[O-])c2)cc1 | 12 | 48%[activator]
COc1ccccc1N1CCN(Cc2cc(=O)oc3cc(C)cc(C)c23)CC1 | -13 | -2%
c1cc(N2CCOCC2)ccc1-c1ccc2nncn2c1 | 7 | -2%

A different layout for some results above.
Sequence of screens – HCMV inh, AMA1 RON2 block
COc1ccc(S(=O)(=O)N(C)C)cc1NC(=O)c1ccc(OCC2CCCO2)cc1 (stereo not given)
 : -5, -1%
Cc1nc2c(OCCC3CCCCC3)cccn2c1N(C)C(=O)CCC1CCCC1
 : 34, -26%
O=[N+]([O-])c1ccc(COc2cccc(CN3CCCCC3)c2)cc1
 : -13, -12%
CCOC(=O)C1(C)CCN1C(=O)c1ccccc1OC (stereo not given)
 : -12, 8%
CCc1ccc(OCC(=O)NNC(=O)c2ccc(-n3cncn3)c([N+](=O)[O-])c2)cc1
 : 12, 48%[activator]
COc1ccccc1N1CCN(Cc2cc(=O)oc3cc(C)cc(C)c23)CC1
 : -13, -2%

(more compounds)
SMILES | HCMV inh | AMA1 RON2 block
O=C1CN=C(c2cc([N+](=O)[O-])ccc2Cl)c2cc([N+](=O)[O-])ccc2N1 | 0 | -3%
CO[C@@H]1CN(C)C(=O)c2cc(NC(=O)Nc3cc(F)ccc3F)ccc2OC[C@H](C)N(C(=O)c2ccccn2)C[C@@H]1C | 57 | 15%
CCN1C[C@@H]2[C@@H]3C(=O)N(C)C(=O)[C@@H]3[C@](Cc3ccccc3)(C1=O)N2C(=O)c1ccc(C(C)(C)C)cc1 | 17 | -3%
CCCCn1nnnc1C(c1ccccc1)N1CCc2ccccc2C1 (stereo not given) | -3 | 3%
C[C@@H]1Cn2cnc(C(=O)N[C@@H](Cc3c[nH]c4ccccc34)C(=O)OC(C)(C)C)c2C(=O)N1 | -8 | 114%[activator]
COc1cc(C2(C#N)CCN(C)CC2)cc(OC)c1OC | 99 | -2%
C=CCOC(=O)C1C(C(=O)O)C2(Cl)C(Cl)=C(Cl)C1(Cl)C2(Cl)Cl (stereo not given) | 9 | 25%
COCCNC(=O)c1cc(S(=O)(=O)N(C)C2CCCCC2)ccc1Cl | -22 | 0%
C[C@H]1CN([C@@H](C)CO)C(=O)CCCn2cc(nn2)CO[C@@H]1CN(C)S(=O)(=O)c1ccc(C#N)cc1 | -8 | -4%
CCNC(=O)c1ccc(=O)n(Cc2ccc(Cl)cc2Cl)c1 | ? | 26%
O=[N+]([O-])c1cccc(COc2ccc(CN3CCCC3)cc2)c1 | 47 | -2%
O=C(NCc1ccccn1)c1ccccc1OCc1ccccc1Cl | -66* | 92%[activator]

Reprinted from the listing (2 entries):
SMILES | HCMV inh | AMA1 RON2 block
C[C@@H]1CN([C@@H](C)CO)S(=O)(=O)c2ccc(Br)cc2O[C@H]1CN(C)C(=O)c1ccccc1 | -22 | 7%
CN(C)c1ccc(C=NN2C(=O)CSC2=S)c(Cl)c1 | -23 | 75%[activator]

(more compounds)
SMILES | HCMV inh | AMA1 RON2 block
COc1cc(-c2ccc3oc(-c4ccsc4)c(C#CC4(O)CCCCC4)c3c2)cc(OC)c1OC | 24 | -8%
O=C1NC[C@H](CCCCN2C[C@H](Cc3ccc(O)cc3)N(CCC3CCCCC3)C(=O)C2=O)N(CCc2ccc(O)cc2)C1=O | -22 | -8%
COc1ccc(-c2nc3c4ccccc4ccn3c2Cc2cccc(F)c2)cc1OC | 48 | -15%
C/C(CC(=O)Nc1c(Cl)cccc1C(F)(F)F)=N\NC(=O)c1cnccn1 | 17 | 100%[activator]
Cc1noc(NS(=O)(=O)c2ccc(NC(=O)c3cc(S(=O)(=O)Nc4ccc(F)cc4)ccc3Cl)cc2)c1C | -17 | 41%[activator][11.6 µM]
Cc1ccc(C(=O)CCC(=O)OCC(=O)Nc2cc(S(=O)(=O)N(C)C)ccc2C)cc1 | -11 | 2%
CCCCCc1c(-c2ccccc2F)ncn1CCc1ccccc1OC | ? | -25%
O=C(Nc1nnc([C@H]2C[C@H](O)[C@@H](CO)O2)s1)Nc1cccc2c1CCCC2 | 0 | 0%
NC(Cc1ccc(C(F)(F)F)cc1)c1csc(NC(=O)Nc2ccccc2Cl)n1 (stereo not given) | 39 | 95%[activator]
COC(=O)[C@@]12C[C@@H](CC(=O)N3CCN(C(=O)c4ccco4)CC3)C(=O)N(Cc3cccc4ccccc34)C1=CCC(C)(C)C2 | 0 | -21%
COc1cnn(-c2ccc([N+](=O)[O-])cc2)c(=O)c1Cl | ? | 9%
Cn1cnc([N+](=O)[O-])c1Sc1nc(N)nc2c1ncn2Cc1ccccc1 | -19 | 14%
CCCCN(C=O)c1c(CC)nc2ccc(C(=O)N(C)Cc3ccccc3)cn12 | -3 | 9%
COc1ccc(-c2cc(NC=O)c3ncc(-c4ccc(C(C)=O)cc4)n3c2)cn1 | 20 | -4%
CCCN(CC(=O)Nc1ccccc1C)C(=O)c1ccc(N2CCCC(C)C2)c([N+](=O)[O-])c1 (stereo not given) | -13 | -15%
COc1cccc(-c2ccc(NC(=O)C3CCCN(Cc4ccco4)C3)cc2)c1 (stereo not given) | -31 | -2%
CCCCN(C=O)c1c(CC)nc2ccc(C(=O)NCc3ccccc3OC)cn12 | -26 | 3%
COc1ccccc1CNc1nc(Oc2cccc(F)c2)c2sccc2n1 | -39 | -3%
CC(C)C[C@@H](CNCC(=O)[C@H](CC(C)C)NC(=O)c1[nH]cnc1C(=O)N[C@@H](C)CN)NC(=O)c1nc[nH]c1C(=O)N[C@@H](Cc1ccccc1)C(=O)O | 3 | 71%[activator]
CC1(C(=O)NS(=O)(=O)c2ccccc2)CCN1C(=O)C1(c2ccccc2)CCCC1 (stereo not given) | ? | 18%
CN(CCN1CCOCC1)C(=O)C1CCC(=O)N(Cc2ccc(Cl)cc2)C1 (stereo not given) | 32 | 9%
O=C(c1ccccc1)C(Nc1cccc([N+](=O)[O-])c1)c1ccccc1 (stereo not given) | -30 | -4%
COc1ccc(-n2cnc(=S)[nH]c2=S)cc1 | 48 | 41%[activator]
c1ccc2c(-c3ccc4nncn4c3)cncc2c1 | -70* | 3%
COc1ccc2c(c1)[C@H]1[C@H](CO2)[C@H](c2ccccc2)[C@]2(C)C(=O)Nc3ccc(Cl)cc3C(=O)N12 | -8 | -23%
Cc1ccc(Cn2c(C)c(C(=O)NCc3cccs3)sc2=O)cc1 | 17 | -6%
CC1(C(=O)Nc2ccccc2F)CCN1C(=O)Cc1cc(F)ccc1F (stereo not given) | 22 | 13%
CCOC(=O)C1(C)CCCCCN1C(=O)c1ccccc1F (stereo not given) | -23 | 21%
CC(O)(c1cccc(F)c1)c1nc(-c2cccc3cccnc23)cs1 (stereo not given) | 3 | 10%
COc1ccc(S(=O)(=O)N(C)C[C@@H]2OCc3cnnn3CCCC(=O)N([C@H](C)CO)C[C@@H]2C)cc1 | 4 | -5%
C/C(NCCc1ccccc1)=C1/CCOC1=O | -16 | -8%
CC(O)(c1cccc(F)c1)c1nc(-c2cccc(C#N)c2)cs1 (stereo not given) | -2 | 10%
Nc1c(Cl)cc(-c2csc(N3CCCC3c3nc4cc(Cl)c(Cl)cc4n3CCCO)n2)cc1Cl (stereo not given) | 17 | 23%
CCCCN1CC(N2CCN(Cc3ccccc3)CC2)CS1(=O)=O (stereo not given) | -40 | 3%
COc1ccc(C(NC(=O)C2CCN(Cc3cc(OC)cc(OC)c3)CC2)c2ccccn2)cc1 (stereo not given) | 8 | 29%
CC(NC(=O)CCC(=O)Nc1ccccc1O)c1ccccc1 (stereo not given) | -2 | -2%
COC(=O)C[C@@H]1CC[C@H](NC(=O)c2cnccn2)[C@@H](CO)O1 | -10 | 1%
CCOC(=O)C1(C)CCCN1C(=O)c1ccc(C(F)(F)F)nc1C (stereo not given) | 13 | -3%
Cc1cc(C)cc(CC(=O)N2CCC2(C)C(=O)NS(=O)(=O)c2cc(C)ccc2F)c1 (stereo not given) | -11 | -13%
Nc1nc(SCc2ccccn2)c2ncn(C3OC(CO)C(O)C3O)c2n1 (stereo not given) | 7 | -6%
CC(=O)Nc1cccc(-c2ccnc3c2CC(C)(C(=O)NCc2ccc(F)c(F)c2)O3)c1 (stereo not given) | -7 | -16%
COC(=O)C1=C(C)N(CCCC(=O)O)C(=O)NC1c1ccc(OC)cc1 (stereo not given) | 13 | -1%
CC(C)C(=O)N1CCCC1(C)C(=O)NCc1ccc(Cl)cc1 (stereo not given) | 29 | 2%
COC(=O)C1=C(c2cccc(OC)c2OC)C[C@@H]2CC[C@H]1N2C(=O)NCCS(C)=O (stereo not given in full) | 7 | 11%
CN1CCN(C(=O)C[C@H]2C[C@H]3c4cc(NC(=O)NC5CCCCC5)ccc4O[C@H]3[C@@H](CO)O2)CC1 | 5 | 0%
COC(=O)C1=CN(c2cccc(OCc3ccccc3)c2)C(N)=C(C#N)C1c1ccccc1 (stereo not given) | 1 | 8%
NC(=S)NN=Cc1ccc(OC(=O)COc2cc(Cl)c(Cl)cc2Cl)cn1 | -75* | -59%
O=C(c1cccc(C(=O)N2CCC(O)(c3ccccc3)CC2)c1)N1CCC(O)(c2ccccc2)CC1 | 26 | -7%
CC1(C(=O)NS(=O)(=O)c2ccc(Cl)cc2)CCN1C(=O)C1(c2ccc(Cl)cc2)CC1 (stereo not given) | -1 | -5%
N#Cc1c(C#N)c(SSc2c(C#N)c(C#N)c(N)n2-c2ccccc2)n(-c2ccccc2)c1N | -4 | 4%
CCOC(=O)C1(CCOc2ccccc2)CCN(C(=O)CCSC)CC1 | -5 | -1%
O=C(O)c1ccc([N+](=O)[O-])nc1 | -9 | 3%
Clc1ccc(N(CC2CO2)CC2CO2)cc1 (stereo not given) | -32 | -17%
O=C(O)c1ccccc1/C=N/Nc1ccc(S(=O)(=O)Nc2ccc(Cl)cc2)cc1[N+](=O)[O-] | 0 | -29%
CC(C)C[C@@H](COCc1ccc([N+](=O)[O-])cc1)N1CCN(C(=O)c2ccc(C(F)(F)F)cc2)CCC1=O | -12 | -9%
CCOC1=C2CN(S(=O)(=O)c3ccc(C)cc3)[C@H](c3ccccc3)C[C@@H]2N(S(=O)(=O)c2ccccc2C)[C@H](c2ccccc2)C1 | -33 | -8%
CCOc1ccc(-n2c(C)c3c(C)nnc(C)c3c2C)cc1 | -62* | -7%
Cc1cc(C)cc(CC(=O)N2CCC2(C)C(=O)NS(=O)(=O)Cc2ccccc2)c1 (stereo not given) | 17 | 8%
CC1(C(=O)NS(=O)(=O)C2CC2)CCCN(C(=O)Cc2ccc3ccccc3c2)C1 (stereo not given) | 14 | 4%
CNC(=O)CSc1nc2cc(S(=O)(=O)Nc3ccc(OC)cc3)ccc2o1 | 45 | -13%
Next part
SMILES | HCMV inh | AMA1 RON2 block
COc1cc(CNC(=O)c2cc(-c3cc(F)ccc3OC(C)C)n[nH]2)cc(OC)c1 | 10 | 10%
COc1ncc(-c2ccc(N3C(c4ccc([N+](=O)[O-])cc4)=Cc4ccccc4C3CC(C)=O)cc2)cn1 (stereo not given) | -24 | -3%
COc1ncnc2c1ncn2CCCN1CCN(Cc2ccc(C)cc2)CC1 | -13 | 1%
CC(C)C[C@@H](CNCC(=O)[C@H](C)NC(=O)c1[nH]cnc1C(=O)N[C@@H](C)CN)NC(=O)c1nc[nH]c1C(=O)N[C@@H](Cc1ccccc1)C(=O)O | 1 | 131%[activator]
CCCCn1c(N)c(N(CC(C)C)C(=O)CSc2nn(-c3ccc(F)cc3)c(=S)s2)c(=O)[nH]c1=O | 0 | -9%
COc1ccc(-c2c(-c3ccc4c(c3)OCO4)c3ccccc3n2C)cc1 | -39 | ?
COc1ccc(CNC(=O)C(=O)NCC2OCCN2S(=O)(=O)c2ccccc2)cc1 (stereo not given) | -21 | -11%
O=C1NCC(=O)N2CCC[C@@H]12 | 14 | 0%
O=C1C=C(c2ccccc2Oc2ccccc2)C[C@@H](c2ccc(F)cc2)C1 | -12 | 2%
O=S1(=O)c2c(F)cccc2O[C@@H](COCc2ccccc2)CN1CCc1ccc(F)cc1 | -21 | -3%
COc1cccc(N2CCN(C(=O)c3ccc(OC)c(S(=O)(=O)NC4CC4)c3)CC2)c1 | 43 | -3%
COC(=O)c1ccc(Cn2cnc3c(Cl)ncnc32)cc1 | -5 | 16%

A portion of the library; the hit share may differ from the screen's.
